Arr AP2 block: blocks beta-arrestin peptide binding to AP2 adaptin; FITC-arrestin peptide / GST-AP2 beads, flow cytometry; AP2 beta2 appendage carries R879A mutation; inhibition, % at 10 µM; actives 0.31% (n = 340,000);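 active means inhibition above a set limit, near 3 SD of compounds lacking own fluorescence, cut at about 54% in these data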;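 further: plate controls were DMSO wells for no effect and 5 µM unlabelled arrestin peptide for full effect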
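System: GST-tagged AP2 beta2-adaptin appendage (R879A) on 4 µm glutathione beads / Reagent: FITC-arrestin peptide, 50 nM / Detection: HyperCyt-sampled flow cytometry, FL1 channel, ex 488/em 535 nm / Timing: 12 min plus 1 h, RT / Buffer or medium: PBS plus Tween 20 (0.05%) and BSA (0.1%)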
NSD2 HMT inh: NSD2 (human) methyltransferase inhibition; NSD2 peptide methylation, AlphaScreen, 120 min; actives 0.54% (n = 310,000); inhibition, % at 12.5 µM; O96028; in the data active means inhibition above about 50%
Target sequence (O96028 whole entry, looked up): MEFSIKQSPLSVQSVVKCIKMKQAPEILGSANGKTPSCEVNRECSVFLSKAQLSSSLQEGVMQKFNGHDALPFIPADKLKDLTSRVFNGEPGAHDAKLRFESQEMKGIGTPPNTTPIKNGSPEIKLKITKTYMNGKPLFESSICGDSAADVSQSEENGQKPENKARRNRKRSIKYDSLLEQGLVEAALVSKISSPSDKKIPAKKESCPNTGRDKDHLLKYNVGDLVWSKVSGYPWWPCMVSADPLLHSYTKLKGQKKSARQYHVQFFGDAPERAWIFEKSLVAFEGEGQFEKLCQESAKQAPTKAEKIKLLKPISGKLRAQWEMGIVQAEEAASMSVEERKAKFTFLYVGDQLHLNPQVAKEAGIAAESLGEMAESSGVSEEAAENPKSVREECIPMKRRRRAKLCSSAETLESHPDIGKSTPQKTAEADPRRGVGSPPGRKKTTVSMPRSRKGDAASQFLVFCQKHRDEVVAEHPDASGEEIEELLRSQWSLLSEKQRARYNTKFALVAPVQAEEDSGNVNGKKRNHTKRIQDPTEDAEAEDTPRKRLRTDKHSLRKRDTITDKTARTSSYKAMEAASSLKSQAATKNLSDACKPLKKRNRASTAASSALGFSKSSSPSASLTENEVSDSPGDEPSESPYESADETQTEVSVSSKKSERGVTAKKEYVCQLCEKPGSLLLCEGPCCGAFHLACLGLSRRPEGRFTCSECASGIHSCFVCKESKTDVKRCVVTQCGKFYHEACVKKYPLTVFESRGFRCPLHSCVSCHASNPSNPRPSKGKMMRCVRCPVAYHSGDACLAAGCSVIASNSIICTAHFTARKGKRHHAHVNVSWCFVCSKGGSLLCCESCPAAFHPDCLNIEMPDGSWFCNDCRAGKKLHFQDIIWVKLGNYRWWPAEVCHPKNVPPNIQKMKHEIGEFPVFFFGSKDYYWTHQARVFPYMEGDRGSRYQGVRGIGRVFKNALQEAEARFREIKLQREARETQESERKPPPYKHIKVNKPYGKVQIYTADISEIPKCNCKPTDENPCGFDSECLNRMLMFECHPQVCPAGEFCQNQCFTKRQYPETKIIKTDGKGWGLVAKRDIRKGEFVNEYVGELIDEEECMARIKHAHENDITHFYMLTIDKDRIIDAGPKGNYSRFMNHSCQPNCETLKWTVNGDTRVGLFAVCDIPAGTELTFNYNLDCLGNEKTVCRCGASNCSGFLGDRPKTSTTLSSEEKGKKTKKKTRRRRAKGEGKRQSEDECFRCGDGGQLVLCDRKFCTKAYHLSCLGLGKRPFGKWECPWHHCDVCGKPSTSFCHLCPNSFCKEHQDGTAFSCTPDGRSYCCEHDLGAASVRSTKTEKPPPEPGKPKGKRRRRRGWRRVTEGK
Pemphigus Ab inh: blocks pemphigus antibody binding to human desmoglein-3. P32926. DSG3-coupled beads, scFv-anti-DSG3-GFP binding, flow cytometry; hits give low values. binding (percent of control), % at 10 µM. actives 0.48% (n = 310,000);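 active means binding more than 3 SD below its plate's average and above zero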;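 further: hits lower antibody fragment binding to DSG3; some compounds called inactive have numbers as strong as hits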
CAL PDZ FP-1: CAL PDZ (human) peptide binding inhibition; inhibition, % at 24.9 µM; purified CAL PDZ, TMR-peptide fluorescence polarization, 1 h; actives 0.92% (n = 300,000); AID 602252;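 active means mean inhibition of at least 30% with at least half of replicates also reaching 30%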;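 further: 0% = DMSO neutral control and 100% = excess unlabeled competitor peptide PRC23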
Cardiac RTF inh: cardiac RTF calcium desensitization. IANBD-labeled cardiac RTF, Ca2+ fluorescence. inhibition, % at 7.15 µM. actives 0.12% (n = 340,000). AID 493244;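 active means inhibition above the mean inhibition of all tested compounds plus 3 SD, cut at about 17% in these data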;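 further: assay run at fixed EC70 calcium of 1.6 mM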
Keap1-Nrf2 PPI: inhibitors of human Keap1-Nrf2 protein-protein interaction. actives 0.15% (n = 340,000). Keap1 Kelch-Nrf2 peptide fluorescence polarization, 1536-well. Q14145. inhibition, % at 9.4 µM; in the data active means inhibition above about 12%;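 further: human Keap1 Kelch domain with fluorescein labeled Nrf2 9mer peptide probe; 0% = neutral control wells and 100% = peptide positive control; higher means more block of Keap1 binding to Nrf2 peptide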
CAL PDZ FP-2: inhibitors of human CAL PDZ peptide binding; purified CAL PDZ, TMR-peptide fluorescence polarization, 1 h; AID 504414; inhibition, % at 20 µM; actives 0.02% (n = 330,000);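 active means highest replicate inhibition of at least 40%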;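 further: plate controls were DMSO neutral control wells for no effect and unlabeled competitor peptide control wells for full effect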
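Control set: unlabelled peptide and DMSO controls / Material: purified CerCALP PDZ construct / Timing: 1 h incubation at room temperature before polarization reading / Doses: 20 µM, one dose / Detection: fluorescence polarization (mP)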
C-LANA FP: blocks KSHV LANA C-terminal domain binding to DNA | inhibition, % at 9 µM | actives 0.078% (n = 340,000) | MBP-C-LANA/FAM-LBS DNA binding, fluorescence polarization;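 active means highest replicate inhibition at or above 60% at 9 µM, even if other replicates fall short; inactive means all replicates below 60% inhibition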;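 further: 0% = neutral control wells and 100% = 4 µM acridine orange control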
V-ATPase pH: yeast V-ATPase proton transport regulation by pHLuorin. S. cerevisiae, pHLuorin cytosolic pH fluorescence. response, % at 10 µM. actives 0.37% (n = 350,000); in the data active means response mostly above about 7.3%, no sharp cut-off; inactive means mostly below about 5.4%; further: actives read high; inactives centre near 0; some compounds called inactive have numbers as strong as hits
DAGLB inh: blocks human DAGLB lipase activity; HEK293T DAGLB membrane lysate, EnzChek fluorogenic substrate; inhibition, % at 5.17 µM; actives 0.059% (n = 340,000); AID 504411; in the data active means inhibition above about 34%;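 further: 0% = enzyme with vehicle and 100% = wells lacking enzyme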
The depositor's hits bear a star; . = no result given.

mol	Arr AP2 block	NSD2 HMT inh	Pemphigus Ab inh	CAL PDZ FP-1	Cardiac RTF inh	Keap1-Nrf2 PPI	CAL PDZ FP-2	C-LANA FP	V-ATPase pH	DAGLB inh
CN(C(=O)c1ccc(NC(=O)Cc2cccc(NC(=O)C3CCCN(C(=O)C4CCCCC4)C3)c2)cc1)C1CCCC1 (stereo not given)	25	.	101	-2	3	-2	-0.6	0.3	7	-2
COc1ccc2c3c1O[C@H]1C[C@@H](O)C=C[C@@]31CCN(C)C2	14	.	95	-3	14	-5	-0.4	-1.0	5	1
CCOC(=O)C1=C(C)N(C)C(=O)NC1c1ccc(C)s1 (stereo not given)	-2	0	97	0	-7	0	0.5	0.5	7	1
Cc1cc2oc(=O)cc(CSc3nnc(-c4cccs4)o3)c2cc1C(C)C	9	-2	95	1	-21	-3	-1.8	-5.9	4	-6
O=C(c1c(F)c(F)c(F)c(F)c1F)N(Cc1ccccc1)Cc1ccccc1	-4	-5	95	-2	-5	-2	-2.8	-0.1	3	-19
CC(C)c1ccc(/C=N/NC(=O)c2cccc(S(=O)(=O)N3CCOCC3)c2)cc1	-11	-1	96	-3	8	-1	-0.5	2.8	4	-3
Cc1cccc(-n2[nH]c3c4c(ccc3c2=O)C(=O)c2ccccc2C4=O)c1	4	9	94	-2	0	-4	1.3	0.3	-2	0
Cc1cc(C)c(C(=O)NCCCN2CCOCC2)c(C)c1	18	1	98	-1	-4	4	-0.8	1.2	-1	0
Oc1ccc(Br)cc1-c1nc2cnccn2c1NC1CCCC1	25	.	.	1	4	-2	1.1	2.7	-5	2
CSCCNC(=O)c1ccc2nc(C3CCCCC3)oc2c1	8	1	111	-4	-7	3	0.1	1.1	-4	-3
Cc1ccccc1NP1(=O)OCCCN1Cc1ccccc1Cl (stereo not given)	-2	0	.	-2	-4	-2	-0.9	0.0	-4	0
O=C(CSc1nc2ccccc2c(=O)n1NC(=O)c1ccccc1)c1ccc(Cl)cc1	7	-1	95	-1	-2	-3	-3.0	1.8	-1	0
O=C(COC(=O)CCc1ccc(S(=O)(=O)N2CCCCC2)cc1)Nc1cccc2ccccc12	0	0	88	2	-1	1	-0.5	0.8	-4	-4
CCSc1nc(N2CCOCC2)c2ccccc2n1	7	.	78	-1	-7	0	-0.3	3.9	-4	-5
O=C(O)c1ccc(CNCc2cc(Cl)ccc2O)cc1	-7	.	102	-3	-5	-1	-0.3	3.4	1	0
Cc1ccccc1CS(=O)(=O)Cc1ccc(C(=O)NCc2cccnc2)o1	1	1	104	-1	-1	-7	-0.4	-0.3	3	3
C=CCn1c(CCC(=O)O)ccc1-c1ccccc1	21	10	123	-4	1	-4	-1.9	0.5	-3	1
CNC(=O)COC(=O)c1ccc(NS(=O)(=O)c2ccc3c(c2)OCCO3)cc1	3	-1	116	-2	6	5	-0.8	1.1	0	-1
COCCN1C(=O)c2oc3c(C)cc(C)cc3c(=O)c2C1c1cccc(O)c1 (stereo not given)	-10	1	.	48*	-5	3	-2.7	0.5	5	1
COc1cccc(OC)c1C(=O)OCC(=O)/C(C#N)=C(\C)N	13	2	98	-4	-8	-5	-0.3	1.9	7.0*	-1
Cc1nnc(N/N=C/c2ccccn2)[nH]c1=O	30	-33	90	0	-15	-4	0.7	-0.9	-3	1
Brc1ccc(-c2nc(N/N=C/c3cccnc3)c3ccccc3n2)cc1	-7	.	105	-1	-14	1	-1.2	2.1	4	-7
O=C(CN1CCN(c2ccc(F)cc2)CC1)Nc1ccc(S(=O)(=O)N2CCOCC2)cc1	-9	-1	101	1	-3	0	-2.0	-1.5	0	0
CC1(C)Cc2c(sc(NC(=O)C(=O)N3CCCCC3)c2C(=O)O)CO1	-9	-16	96	-2	1	4	-3.1	2.0	-3	2
O=C1NC(=S)/C(=C\c2ccc(-c3ccccc3Cl)o2)S1	28	12	89	-2	-37	2	1.2	15	5	17
Oc1ccc(/C=N/Nc2ccnc3cc(Cl)ccc23)c(O)c1	-9	3	87	-5	0	-3	0.0	1.4	-5	1
O=C(Nc1cccnc1)c1c(O)c2cccc3c2n(c1=O)CC3	15	-2	97	-1	-11	1	-1.3	0.2	-3	-1
O=C(CN1CCN(c2ccccc2)CC1)Nc1ccc(F)cc1	6	15	97	-2	-8	-6	-0.5	-0.1	3	-7
C=CCOc1ccc(CN(C)C(=O)C2CCCO2)cc1 (stereo not given)	7	-1	112	-1	11	-3	-1.5	-0.1	7	-3
CN(C)S(=O)(=O)c1c(Cl)cccc1Cl	20	-5	105	-1	-5	2	-0.7	1.1	6	1
COc1cccc(C(=O)Nc2sc3c(c2C(=O)O)CCCC3)c1	14	2	91	-6	-3	5	-0.1	-0.4	4	9
COc1ccc(OC)c(S(=O)(=O)N2CCN(C(=O)c3cc(C4CC4)nn3-c3ccccc3)CC2)c1	30	1	.	-4	-1	0	-1.2	-0.7	-1	-3
Cn1nccc1-c1cc(Cl)cc(Cl)c1O	7	-3	95	-1	.	-5	0.1	-1.0	6	.
Cc1ccc(NC(=S)N(CCCN2CCCC2)Cc2cccn2Cc2ccc(Cl)cc2)cc1C	0	0	88	79*	-2	-2	-2.4	-1.4	0	-2
O=C(O)c1ccc(N/N=C/C2=Cc3ccccc3OC2)cc1	24	.	98	1	-10	0	-0.1	-1.0	4	3
CCOc1ccccc1NC(=O)C1CCN(C(=O)NCc2ccccc2)CC1	29	.	93	1	-10	1	-0.1	1.0	-5	-2
COc1cc(C(=O)COC(=O)c2cccs2)cc(OC)c1OC	11	-3	117	-2	0	0	-0.3	-0.2	1	-3
CCOCCCNC(=O)C(NC(=O)c1cnccn1)c1ccc(OC)cc1 (stereo not given)	2	-8	101	0	4	-3	-2.2	6.4	0	2
COc1ccc(CNC(=O)C2CCN(S(=O)(=O)c3ccc4nc5c(c(C(=O)O)c4c3)CC(C)CC5)CC2)cc1 (stereo not given)	-8	18	104	-2	-5	-4	-1.6	1.1	2	1
CC1(C)Cc2cccc(OCC(=O)O)c2O1	-5	54*	99	-1	-8	1	1.2	0.7	0	1
CCc1ccc(CNC(=O)C2CCN(S(=O)(=O)N3CCCC3)CC2)cc1	44	1	102	-1	-5	0	-2.5	-0.9	-3	-1
COc1ccc(N2C(=O)CC(Cc3ccccc3)C2=O)cc1 (stereo not given)	0	.	95	3	-2	-3	-1.4	-0.2	1	0
Cc1nn(-c2ccccc2)c(C)c1C(=O)NCCc1ccccc1	10	-6	.	-1	6	-3	0.7	0.1	-1	-3
O=c1c(/C=N/O)coc2ccc3ccccc3c12	2	0	.	11	-8	0	-3.4	0.3	-1	2
O=C(O)c1oc2ccc(Br)cc2c1-n1cccc1	19	5	.	-8	-5	-2	-0.2	-0.7	7	1
Cc1cc(NS(=O)(=O)c2ccc(Nc3nc(-c4ccc(O)cc4)cs3)cc2)no1	-1	6	93	1	-9	-4	-1.0	-1.2	4	6
O=C(Nc1c2c(nn1-c1ccc(F)cc1)CS(=O)C2)c1ccco1 (stereo not given)	4	-1	110	-1	-2	-7	-0.4	1.4	4	1
CCc1nc(SCc2ccc(Br)cc2)n[nH]1	-8	-2	122	2	-5	1	1.6	-2.1	0	-1
Oc1ccc(-c2nncn2-c2ccccc2)cc1	1	2	97	.	-3	-6	0.0	-0.4	-2	-3
O=C(Nc1cccc(-c2nc3ccccc3[nH]2)c1)c1cccc(NC(=O)c2ccco2)c1	2	-4	104	.	-8	2	-3.6	0.1	1	-2

The listing continues.
mol	Arr AP2 block	NSD2 HMT inh	Pemphigus Ab inh	CAL PDZ FP-1	Cardiac RTF inh	Keap1-Nrf2 PPI	CAL PDZ FP-2	C-LANA FP	V-ATPase pH	DAGLB inh
Cc1ccc(NC(=O)N2CCCC2C(=O)NCc2cccs2)cc1 (stereo not given)	31	1	.	21	-23	2	0.2	0.9	-4	-4
O=C(C1CCN(c2nnc(-n3cccc3)s2)CC1)N1CCN(c2cccc(C(F)(F)F)c2)CC1	23	0	100	-2	-7	-3	-0.6	-0.8	-2	1
CSc1nc2ncc3c(n2n1)CC(C)(C)CC3=O	1	-6	103	3	.	-7	-0.6	-0.6	-2	.
COc1ccc(NC(=S)Nc2ccc(OC)cc2OC)c(OC)c1	1	-1	.	-3	3	-7	-1.1	-0.7	-4	-2
CN1C(=O)N(C)c2cccc3cccc1c23	-6	0	113	7	-8	-5	-3.6	1.1	0	-4
Cc1ccc(S(=O)(=O)N2CCC(C(=O)OCC(=O)N(Cc3ccccc3)C(C)(C)C)CC2)cc1C	23	0	106	-4	-2	4	-0.8	-0.2	-5	-6
O=C(O)/C=C/c1ccc(S(=O)(=O)N2CCN(CCN3C(=O)C4C5C=CC(C5)C4C3=O)CC2)cc1 (stereo not given)	-2	-1	87	.	-2	3	-2.5	-0.7	2	1
COc1ccc(C(=O)C(=NN)c2ccccc2)cc1	.	1	106	.	.	.	.	.	1	-6

Fetched by compound from the list above (2):
mol	Arr AP2 block	NSD2 HMT inh	Pemphigus Ab inh	CAL PDZ FP-1	Cardiac RTF inh	Keap1-Nrf2 PPI	CAL PDZ FP-2	C-LANA FP	V-ATPase pH	DAGLB inh
Cc1ccc(S(=O)(=O)N2CCC(C(=O)OCC(=O)N(Cc3ccccc3)C(C)(C)C)CC2)cc1C	23	0	106	-4	-2	4	-0.8	-0.2	-5	-6
O=C(O)/C=C/c1ccc(S(=O)(=O)N2CCN(CCN3C(=O)C4C5C=CC(C5)C4C3=O)CC2)cc1 (stereo not given)	-2	-1	87	.	-2	3	-2.5	-0.7	2	1

Assay outcomes as filed in PubChem.

Only part of the results is shown; rates above refer to the full screens.
